Assay outcomes as filed in PubChem.
S100A4 MyoIIA: inhibitors of human S100A4 binding to myosin IIA peptide; P26447; S100A4/TAMRA-MyoIIA peptide fluorescence polarization; inhibition, % at 10.7 µM; actives 0.14% (n = 360,000); AID 652163;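 active = mean inhibition of at least 70% across replicates, with every replicate also reaching that level; inconclusive = mean inhibition reaches 70% but some replicates fall short; inactive = mean inhibition below 70%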
Target sequence (P26447 whole entry, looked up): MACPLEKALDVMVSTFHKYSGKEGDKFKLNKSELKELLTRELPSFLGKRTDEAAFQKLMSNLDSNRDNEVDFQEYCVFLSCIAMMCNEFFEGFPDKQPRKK
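Compound dosing: one dose per compound; test system: human S100A4 monomer with TAMRA-labelled myosin IIA peptide; probe or stimulus: TAMRA-labelled myosin IIA heavy-chain peptide probe, 5 nM; medium: HEPES buffer with Ca2+, pH 7.2; schedule: 5 min incubation before reading; benchmarks: neutral control DMSO, positive control TFP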
esBAF inh: inhibitors of esBAF chromatin remodeling in mouse ES cells. reporter increase, % at 12.5 µM. actives 2% (n = 350,000). Bmi1-luciferase knock-in reporter, 24 h; 100% = twice the neutral-well signal. AID 602393; in the data active = activation above about 40%; inconclusive = no clear call, values can overlap the other calls;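 note: 0% = median of the plate's neutral control wells and 100% = double that signal; a rise in the Bmi1 reporter signal indicates esBAF inhibition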
RAD54 inh: inhibitors of human RAD54 branch migration | Q92698 | RAD54 Holliday junction branch migration, FAM/BHQ fluorescence | inhibition, % at 10.4 µM | actives 0.14% (n = 360,000) | AID 602329;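 active = mean normalized replicate activity at least 40 and at least half of replicates scoring 40 or more; inconclusive = only one of the two criteria met; inactive = mean below 40 and under half of replicates reaching 40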;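 note: 0% = median of neutral control wells and 100% = median of positive control wells; inhibitors cause a drop in the FAM fluorescence signal; in these data hits start at about 50%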
Target sequence (Q92698 whole entry, looked up): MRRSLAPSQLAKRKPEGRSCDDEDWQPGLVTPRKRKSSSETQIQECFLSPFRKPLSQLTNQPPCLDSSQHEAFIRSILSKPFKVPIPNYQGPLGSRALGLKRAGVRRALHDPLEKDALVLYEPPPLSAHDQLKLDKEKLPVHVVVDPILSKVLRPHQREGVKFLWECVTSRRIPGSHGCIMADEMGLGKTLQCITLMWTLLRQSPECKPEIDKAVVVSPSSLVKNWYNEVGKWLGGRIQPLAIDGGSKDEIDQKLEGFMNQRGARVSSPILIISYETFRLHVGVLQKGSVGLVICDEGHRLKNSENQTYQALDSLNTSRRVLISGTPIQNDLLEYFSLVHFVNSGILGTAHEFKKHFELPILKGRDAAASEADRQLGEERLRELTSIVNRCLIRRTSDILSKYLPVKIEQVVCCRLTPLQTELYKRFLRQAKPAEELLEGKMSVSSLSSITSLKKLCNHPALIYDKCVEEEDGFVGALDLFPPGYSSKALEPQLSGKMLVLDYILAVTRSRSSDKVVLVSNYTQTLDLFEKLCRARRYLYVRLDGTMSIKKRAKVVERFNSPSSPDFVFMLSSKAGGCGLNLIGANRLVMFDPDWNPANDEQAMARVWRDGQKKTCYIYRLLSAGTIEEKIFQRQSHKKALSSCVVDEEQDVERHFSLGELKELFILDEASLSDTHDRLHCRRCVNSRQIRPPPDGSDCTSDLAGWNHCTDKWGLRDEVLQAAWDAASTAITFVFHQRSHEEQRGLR
FN deposition inh: fibronectin deposition inhibition. actives 0.086% (n = 350,000). AID 743247. inhibition, % at 12.6 µM. AH1F fibroblasts, Alexa488-fibronectin deposition fluorescence, overnight;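 active = mean inhibition across replicates of 30% or more, regardless of how many single replicates reach that level; inconclusive = mean under 30% yet at least half of replicates reach 30%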;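 note: positive control wells lacked labelled fibronectin entirely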
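Test system: AH1F fibroblast monolayer depositing Alexa488-labelled fibronectin into matrix. Input: 10000 cells per well. Technique: fluorescence, ex 485 nm, em 525 nm. Buffer or medium: DMEM plus 2% serum, read in PBS. Timing: 1 h cell adhesion before compound, then overnight fibronectin incubation. Compound: single dose, pinned. Read-out basis: inhibition from reduced deposited-fibronectin fluorescence.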
EWS-Fli inh: blocks EWS/Fli oncoprotein-driven transcription. A673 NR0B1-luciferase reporter, viability-normalised. inhibition, % at 12.6 µM. actives 0.67% (n = 350,000). AID 651661;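 active = mean inhibition of at least 50% after viability correction, with every replicate also passing that limit; inconclusive = mean reaches 50% but only one of two replicates passes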;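 note: firefly luciferase signal divided by Alamar Blue viability fluorescence both relative to DMSO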
E-selectin induc: induces E-selectin expression in human endothelial cells; P16581; HUVEC E-selectin immunofluorescence imaging; normalized: neutral wells 0, TNF-alpha wells 100; activation, % at 7.58 µM; actives 0.37% (n = 260,000); AID 686992;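 active = mean E-selectin-positive cell signal at least 10% of the positive control, reached in at least 60% of replicates, without over 20% cell loss; inconclusive = no rule given, readout overlaps actives, possibly toxicity-flagged; inactive = the rest, including those meeting only one limit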;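 note: in these data hits start at about 27%; measured in HUVEC primary endothelial cells; signal is the percent of cells scored E-selectin positive by PE staining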
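Test system: HUVEC | Signal: Immunofluorescence imaging | Read-out: Percent E-selectin-positive cells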
RAD52 anneal inh: RAD52 (human) annealing inhibition; inhibition, % at 18.7 µM; actives 0.46% (n = 360,000); recombinant RAD52 DNA annealing, FRET fluorescence;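 active = every replicate showing at least 50% inhibition; inconclusive = mean inhibition at least 50% but not in every replicate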
XiGFP reactiv: X-chromosome reactivation activator. XiGFP mouse fibroblasts, % GFP-positive cells imaging, 3 d; cells co-treated with 5-aza-dC sensitizer; scaled so ellipticine positive control = 100%. activation, % at 7.58 µM. actives 0.055% (n = 360,000). AID 743238;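 active = mean normalized replicate activation at least 10% and every replicate at or above 10%; inconclusive = only one of the two criteria met; inactive = mean below 10% and not all replicates reach 10%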;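 note: 0% = median of on-plate neutral control wells and 100% = ellipticine 6 µM median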
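Material: XiGFP fibroblasts, SV40-immortalized. Buffer or medium: DMEM plus 5-aza-dC sensitizer. Compound: single concentration per compound, delivered by pin transfer. Times: 3 days compound exposure. Controls: ellipticine 6 µM.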
Active calls of the source: *; ? = inconclusive; nt = no result given.

SMILES	S100A4 MyoIIA	esBAF inh	RAD54 inh	FN deposition inh	EWS-Fli inh	E-selectin induc	RAD52 anneal inh	XiGFP reactiv
Cc1ccccc1NC(=O)N1CCCC1C(=O)NCc1ccccc1 (stereo not given)	-2	-11	0	-5	1	nt	-14	0.1
Cc1ccc(S(=O)(=O)N[C@H]2CC[C@H](CC(=O)NCc3ccc(Cl)c(Cl)c3)O[C@@H]2CO)cc1	1	11	0	nt	0	-0.5	6	-0.1
CN(C)S(=O)(=O)c1ccc(NC(=S)NC(=O)c2cccs2)cc1	7	nt	nt	-21	3	nt	-205	0.7
COc1ccccc1NC(=O)N1[C@H](CO)[C@@H](c2ccccc2)[C@@H]1C#N	3	-8	-1	1	-1	0.2	5	0.0
CCCC#Cc1ccc2c(c1)O[C@@H](CN(C)C(=O)COC)[C@@H](C)CN([C@@H](C)CO)S2(=O)=O	-2	4	-1	-17	-8	0.2	5	-0.7
N/C(=N\c1nc(CSc2nc3ccccc3s2)cc(=O)[nH]1)Nc1ccc(F)cc1	2	nt	nt	-4	15	nt	-12	35*
CCOc1ccc(N(C)S(=O)(=O)c2ccc(C)c(C(=O)NCCc3ccc(OC)cc3)c2)cc1	-2	-6	-10	15	-3	nt	-17	0.0
Cc1ccccc1NC(=O)CSc1cn[nH]n1	2	-8	nt	6	7	2.5	9	0.0
CN(CCNC(=O)Cn1c(=O)sc2ccccc21)Cc1ccccc1	1	7	2	-7	-10	1.2	-8	0.2
OC[C@@H]1[C@@H](c2ccc(F)cc2)C(c2cccc(Cl)c2)=NN1c1ccccc1	1	0	10	nt	2	nt	-42	0.0
CC(C)CN1C(=O)C(=O)N(CC(=O)c2ccc3c(c2)CCCC3)C1=O	3	-3	14	4	-14	nt	-12	0.0
CCOc1ccc(N(Cc2cc3ccc(C)cc3[nH]c2=O)S(C)(=O)=O)cc1	-4	-1	-3	nt	10	nt	-9	nt
O=C(Nc1cccc(-c2nc3cccnc3s2)c1)c1cccnc1Cl	-6	18	-1	3	-30	0.8	-14	nt
CCc1ccc(NC(=O)c2ccc3c(c2)C(=O)N(CCOC)C3Nc2ccc(CC)cc2)cc1 (stereo not given)	0	?	-10	3	2	1.5	-16	0.2
N#C[C@H]1[C@@H](c2ccccc2C2=CCCCC2)[C@@H](CO)N1S(=O)(=O)c1ccccc1	-3	nt	nt	-7	0	0.1	-1	0.1
Nc1ncnc2nc(-c3ccccc3)[nH]c12	10	1	3	0	-10	-0.1	-36	0.2
COc1ccc(S(=O)(=O)N(C)C[C@@H]2Oc3cc(C#CC4CCCC4)ccc3S(=O)(=O)N([C@H](C)CO)C[C@@H]2C)cc1	-1	5	2	-5	20	6.1	1	-0.3
COCCNc1cc(NCCOC)c([N+](=O)[O-])cc1[N+](=O)[O-]	4	-6	6	-7	0	nt	-10	0.1
COc1ccc(Cl)cc1N1C(=O)CC(Sc2ccccc2N)C1=O (stereo not given)	0	nt	-4	-1	4	-0.3	-9	-0.1
COc1cc(/C=N/NS(=O)(=O)c2ccc(C)c([N+](=O)[O-])c2)ccc1O	-4	nt	nt	-5	14	-4.6	-14	-0.1
C[C@@H]1CN([C@H](C)CO)C(=O)c2cccc(NS(=O)(=O)c3ccccc3)c2O[C@@H]1CN(C)C(=O)Nc1ccccc1	7	-2	-16	-13	-1	nt	26	-1.0
CCC(/C=N/NC(=O)C(=O)N/N=C/C(CC)CC)CC	4	nt	8	11	18	nt	-3	0.2
C[C@H](CO)N1C[C@H](C)[C@@H](CN(C)C(=O)Nc2ccc(F)cc2)OCCCC[C@H](C)Oc2ccc(N(C)C)cc2C1=O	5	3	-1	nt	-5	0.7	24	-1.2
CCCOc1ccccc1/C=C(\C#N)C(=O)Nc1cccnc1	-4	?	nt	0	-42	3.5	-5	0.0

Filtered by structure: the compounds so far with a nitro group on carbon (two)
SMILES	S100A4 MyoIIA	esBAF inh	RAD54 inh	FN deposition inh	EWS-Fli inh	E-selectin induc	RAD52 anneal inh	XiGFP reactiv
COCCNc1cc(NCCOC)c([N+](=O)[O-])cc1[N+](=O)[O-]	4	-6	6	-7	0	nt	-10	0.1
COc1cc(/C=N/NS(=O)(=O)c2ccc(C)c([N+](=O)[O-])c2)ccc1O	-4	nt	nt	-5	14	-4.6	-14	-0.1

Remaining list, next part:
SMILES	S100A4 MyoIIA	esBAF inh	RAD54 inh	FN deposition inh	EWS-Fli inh	E-selectin induc	RAD52 anneal inh	XiGFP reactiv
CC(C)NC(=O)c1onc(CSc2cccc3ccccc23)c1C(=O)O	-7	-4	-2	16	-1	-0.1	-17	-0.1
COCC#Cc1cnc2c(c1)C(=O)N([C@H](C)CO)C[C@H](C)[C@@H](CN(C)C(=O)Nc1ccccc1F)O2	-5	0	6	5	-6	-0.1	-17	-1.3
CN(C)CC(=O)N1[C@@H](C#N)[C@@H](c2ccc(C#CC3CC3)cc2)[C@@H]1CO	-3	2	-8	-10	2	3.1	-19	-0.1
Cc1nc2c(N=Nc3ccccc3F)c(N)nn2c(N)c1C#N	4	nt	nt	5	-31	0.6	0	0.0
COCCN(C(=O)COC(=O)/C(=C/c1ccccc1)NC(C)=O)c1c(N)n(Cc2ccccc2)c(=O)[nH]c1=O	0	-3	-1	-3	3	-0.1	-9	0.0
COC(=O)[C@H]1[C@H](CO)[C@H]2Cn3c(ccc(-c4ccccc4F)c3=O)[C@H]2N1CC1CCOCC1	0	3	0	nt	0	-0.4	-10	0.3
CN(C)C(=O)c1ccc(Nc2ncnc3sc4c(c23)CCCCC4)cc1	1	5	7	0	3	nt	-1	0.1
Cc1ccccc1C(=O)N1CCN(c2ccc(NC(=O)c3ccc4c(c3)OCO4)cc2)CC1	-2	nt	nt	-5	2	1.0	-9	0.0
COc1ccc(S(=O)(=O)N(C)C[C@@H]2Oc3ccc(NC(=O)CCN4CCOCC4)cc3C(=O)N([C@@H](C)CO)C[C@H]2C)cc1	-30	-4	8	nt	1	-0.4	-1	-0.1
O=C(Nc1cccnc1)c1ccc(NS(=O)(=O)c2cc([N+](=O)[O-])ccc2Cl)cc1	2	nt	-7	3	2	0.2	-7	nt
COc1ccc(C#Cc2cnc3c(c2)C(=O)N([C@H](C)CO)C[C@H](C)[C@H](CN(C)C)O3)cc1OC	-27	-4	14	4	2	0.0	24	-0.2
CC(C)(c1ccccc1)c1ccc(OCCCNCCO)cc1	nt	-9	18	-4	nt	-1.8	nt	nt
C[C@@H]1CN([C@@H](C)CO)S(=O)(=O)c2ccc(C#Cc3cccc(F)c3)cc2O[C@H]1CN(C)C	12	-5	-4	16	24	-0.3	51*	-0.5
CC1=NCCN1CCNC(=O)Nc1ccc(F)cc1	-3	nt	4	2	2	nt	-8	0.0
CC(C)C[C@@H](CN1CCCC1CN1C(=S)NC[C@@H]1Cc1ccccc1)N1C[C@H](Cc2ccccc2)N(CCc2ccccc2)C1=S (stereo not given in full)	2	nt	nt	-10	19	3.5	-27	0.0
COCCSc1ccccc1C(=O)Nc1ccccc1C(C)C	-2	nt	nt	-1	-3	nt	-9	0.0
CN(C)CCNc1nc2c(c(=O)[nH]c(=O)n2C)n1CCCc1ccccc1	-9	3	5	2	1	0.0	-12	-0.1
Cc1c(C(=O)N2CCC(Cc3ccccc3)CC2)cccc1[N+](=O)[O-]	-2	nt	nt	-1	1	nt	-5	0.5
COc1cccc(S(=O)(=O)N2C[C@@H](O)COC[C@@H]3O[C@@H](CC(=O)NCCCN4CCOCC4)CC[C@H]32)c1	9	-3	-3	-10	-2	-0.1	-1	0.2
C[C@H](CO)N1C[C@H](C)[C@H](CN(C)C(=O)Nc2ccc3c(c2)OCO3)Oc2c(NC(=O)Nc3cccc4ccccc34)cccc2C1=O	11	3	3	3	5	0.9	-5	-0.4
N#Cc1ccccc1OCC(=O)Nc1nnc(C2CC2)s1	-1	16	nt	2	-29	nt	-2	0.2
CCC1NC(=O)c2cccnc2-n2c1nc1ccc(OC)cc1c2=O (stereo not given)	2	-7	-5	nt	-14	0.7	-2	0.3
CCNC(=O)C[C@@H]1CC[C@H]2[C@@H](COc3ccc(NC(=O)Nc4cccc(F)c4)cc3C(=O)N2C)O1	-5	-3	-2	-7	0	-0.1	3	0.1
CC(=O)Cc1cc2cc([N+](=O)[O-])ccc2oc1=O	1	nt	5	-9	12	0.1	-14	-0.2
Cc1ccc(NC(=O)N(O)C2CCCCC2C#N)cc1 (stereo not given)	-2	nt	nt	12	-59	0.0	2	-0.1
COCC(=O)N1CCCCN2[C@H](CO)[C@@H](c3ccc(C#Cc4ccccc4)cc3)[C@@H]2C1	3	24	-10	nt	-13	0.0	7	1.0
C[C@H]1CN([C@@H](C)CO)C(=O)c2cc(C#CCN(C)C)cnc2O[C@@H]1CN(C)C(=O)Cc1ccncc1	-15	1	1	nt	-5	0.2	-28	-2.1
C/C=C/c1cnc2c(c1)C(=O)N([C@H](C)CO)C[C@H](C)[C@H](CN(C)C(=O)Nc1ccccc1F)O2	-6	-8	-8	nt	6	0.0	3	0.1
O=C(N[C@H]1CC[C@@H](CCNS(=O)(=O)c2ccccc2)O[C@H]1CO)c1cccnc1	-7	4	-5	nt	8	1.7	-62	-0.6
Cc1ccc(C(=O)NCC(=O)OCC(=O)c2c(N)n(C)c(=O)n(C)c2=O)cc1C	33	-7	-3	nt	5	-0.7	-71	0.5
COc1ccc(NC(=O)N(C)C[C@@H]2OCCCC[C@H](C)Oc3ccc(NC(=O)c4ccncc4)cc3C(=O)N([C@H](C)CO)C[C@H]2C)cc1	nt	-3	-4	1	7	-0.1	nt	0.1
NS(=O)(=O)c1ccc(NC(=O)c2ccc3c(c2)CCN3S(=O)(=O)c2ccccc2)cc1	1	-5	2	-22	7	nt	-8	0.3
O=C(C[C@@H]1CC[C@H](NC(=O)C2CCOCC2)[C@@H](CO)O1)Nc1ccccc1	9	nt	nt	nt	2	-0.2	-14	-0.3
CCCCN(CC)C(=O)Cn1ncc2c3ccccc3n(CCC)c2c1=O	1	1	-8	-1	4	0.1	-1	0.0
CC(O)(c1ccccc1)c1nc(-c2cccc(C(=O)O)c2)cs1 (stereo not given)	3	69*	1	nt	-50	-0.1	-1	-0.1
Cc1ccc(F)c(S(=O)(=O)NC(=O)C2(C)CCN2C(=O)C2(c3ccc(Cl)cc3)CC2)c1 (stereo not given)	-3	2	3	-9	0	0.0	-19	0.0
O=C1CSC(c2ccccc2O)N1Cc1ccccc1 (stereo not given)	-1	-2	-2	1	-1	-0.2	-4	0.0
O=C(NCc1cccnc1)c1cc(C2CCCN(S(=O)(=O)c3ccccc3)C2)on1 (stereo not given)	-1	2	-2	3	1	-0.2	-17	-0.1
Cc1sc(N2CCN(S(=O)(=O)c3ccc4c(c3)NC(=O)CO4)CC2)nc1-c1ccccc1	0	-3	6	-2	10	-0.6	3	0.0
